Source: PubChem BioAssay (several laboratories)
TROY NFkB inh: TROY signaling inhibition; 0.98% of 360,000 active; AID 1347056; inhibition, % at 10 µM; Q293 LMP1-TROYcd NF-kB luciferase reporter, 4 h;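 active = compounds whose plate-normalised and pattern-corrected inhibition of the luciferase reporter signal at the single screening dose is 50% or more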
NR5A2 inv ag: suppresses constitutive activity of human LRH-1. O00482. HEK293T StAR-luciferase reporter, LRH-1 transfected, 24 h. inhibition, % at 3.6 µM. 0.13% of 360,000 active;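 active = inhibition above the mean inhibition of all tested compounds plus 3 SD, cut at about 73% in these data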;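 also: 0% = DMSO wells and 100% = reporter-only cells lacking LRH-1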
Target sequence (O00482 whole entry, looked up): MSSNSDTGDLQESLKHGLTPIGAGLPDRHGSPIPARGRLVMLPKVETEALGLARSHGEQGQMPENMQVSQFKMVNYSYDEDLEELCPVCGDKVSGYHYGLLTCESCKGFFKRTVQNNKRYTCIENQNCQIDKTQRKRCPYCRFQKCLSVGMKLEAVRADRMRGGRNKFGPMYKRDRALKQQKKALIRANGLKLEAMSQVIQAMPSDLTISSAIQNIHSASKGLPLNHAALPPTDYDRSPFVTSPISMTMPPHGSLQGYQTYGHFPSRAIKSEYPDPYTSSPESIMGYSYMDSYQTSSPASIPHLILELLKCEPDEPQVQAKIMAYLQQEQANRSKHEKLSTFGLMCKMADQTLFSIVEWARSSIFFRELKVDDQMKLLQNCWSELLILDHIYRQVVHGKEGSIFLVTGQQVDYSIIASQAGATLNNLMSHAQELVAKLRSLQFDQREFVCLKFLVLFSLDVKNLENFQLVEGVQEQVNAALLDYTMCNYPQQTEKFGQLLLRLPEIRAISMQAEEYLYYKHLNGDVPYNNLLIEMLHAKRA
NR2F2 inh: NR2F2 (human) inhibition, primary screen. P24468. HEK293T NGFI-A luciferase reporter, luminescence. inhibition, % at 8.6 µM. 0.7% of 370,000 active;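 active = inhibition above a per-plate cutoff, mean inhibition of test wells between control levels plus 3 SD, cut at about 38% in these data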;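 also: cells cotransfected with COUP-TFII expression vector driving the NGFI-A reporter; 0% = median of COUP-TF2 test wells and 100% = reporter-only cells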
Target sequence (P24468 whole entry, looked up): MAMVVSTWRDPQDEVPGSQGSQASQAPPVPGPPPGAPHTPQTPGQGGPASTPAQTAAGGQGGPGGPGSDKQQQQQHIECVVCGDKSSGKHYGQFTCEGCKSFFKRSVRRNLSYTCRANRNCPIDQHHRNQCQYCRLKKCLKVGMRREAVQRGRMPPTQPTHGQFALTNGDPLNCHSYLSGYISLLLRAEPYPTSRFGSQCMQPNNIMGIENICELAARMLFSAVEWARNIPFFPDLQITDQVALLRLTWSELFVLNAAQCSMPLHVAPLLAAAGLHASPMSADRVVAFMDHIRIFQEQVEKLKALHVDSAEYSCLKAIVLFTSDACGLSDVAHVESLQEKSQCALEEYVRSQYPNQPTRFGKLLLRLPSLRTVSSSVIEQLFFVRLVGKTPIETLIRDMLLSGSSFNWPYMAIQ
KKLEB cytotox: counter-screen for CF NF-kB inhibitors: cytotoxicity; AID 602141; KKLEB CF airway cells viability, ATPlite luminescence, overnight; active compounds read low; cells stimulated with P. aeruginosa culture filtrate; 0.36% of 360,000 active; activity change (cytotoxicity), % at 5 µM;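 active = corrected activity change at or below -50% at 5 µM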
SRC1 inh: inhibits human SRC1 coactivator; 0.12% of 360,000 active; HEK293 GAL4-SRC1 luciferase reporter, luminescence; Q15788; inhibition, % at 3.6 µM;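 active = inhibition above the campaign mean plus 3 SD, with each screening campaign given its own cutoff, cut at about 60% in these data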;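 also: 0% = DMSO treated cells and 100% = gossypol at 36 µM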
EBV LMP1 NFkB: reduces LMP1-driven NF-kappaB luciferase signal | LMP1-induced NF-kappaB luciferase reporter cells, luminescence | inhibition, % at 12.5 µM | 0.69% of 350,000 active; in the data active = inhibition above about 41%;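 also: 0% = neutral control wells and 100% = reference inhibitor control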
TWEAK Fn14 block: blocks TWEAK-Fn14 interaction in a reporter cell assay; 2% of 360,000 active; TWEAK-stimulated Fn14 reporter cells, luciferase luminescence, 8 h; inhibition, % at 10 µM; in the data active = inhibition above about 50%
CF NFkB block: blocks PAF-induced NF-kB reporter in cystic fibrosis cells; 0.86% of 360,000 active; AID 588850; KKLEB NF-kB-GFP reporter, GFP fluorescence overnight; inhibition, % at 5 µM;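 active = at least 50% inhibition at 5 µM, scaled per plate between neutral and stimulator controls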;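 also: PAF is a Pseudomonas aeruginosa culture filtrate used as stimulus; plate controls were PAF-stimulated DMSO wells for no effect and unstimulated DMSO wells for full effect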
TRAIL sens C8: caspase-8 TRAIL sensitization. NB7+C8 cells + TRAIL, ATPlite viability luminescence. inhibition (viability loss, TRAIL sensitization), % at 10 µM. 1% of 360,000 active;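 active = compounds causing at least 50% loss of cell viability in the single-dose screen, relative to plate controls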
Shn3 3UTR inh: Schnurri-3 reporter inhibition in Clone20 osteoblasts; inhibition, % at 12.5 µM; Clone20 osteoblast Shn3 3'UTR firefly luciferase, 24 h; 0.52% of 360,000 active; AID 588674;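 active = mean inhibition of at least 75% with every replicate also reaching 75%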;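 also: 0% = median of neutral control wells and 100% = pilot-screen positive control compound; some compounds past the cut are filed as inactive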
NCOA3 inh: inhibits human SRC3 coactivator | AID 588352 | inhibition, % at 3.6 µM | HEK293 GAL4-SRC3 luciferase reporter, luminescence | 0.17% of 360,000 active;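 active = inhibition above a per-campaign cutoff, the mean of all compounds plus 3 SD, cut at about 60% in these data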;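 also: 0% = DMSO-treated cells and 100% = gossypol-treated cells at 36 µM; higher means less SRC3-driven luciferase light from the GAL4 reporter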
Numbers without * were called inactive; nt = not tested or not shown. This is a subset. The share of hits here may be higher or lower than overall.

SMILES	TWEAK Fn14 block	NCOA3 inh	NR5A2 inv ag	KKLEB cytotox	TROY NFkB inh	EBV LMP1 NFkB	SRC1 inh	CF NFkB block	TRAIL sens C8	NR2F2 inh	Shn3 3UTR inh
O=C1CC(N2CCC(c3nc4ccccc4o3)CC2)C(=O)N1c1cc(Cl)cc(Cl)c1 (stereo unspecified)	-1	3	-1	2	7	3	4	3	0	-4	-19
Cc1ccccc1OCC(=O)Nc1cccc2nsnc12	-8	-37	8	-20	-7	-4	-27	4	1	3	4
CC(C)n1c(SCc2cc(=O)[nH]c3ccccc23)nc2c1c(=O)n(C)c(=O)n2C	0	-14	8	-5	2	-11	-11	11	2	-1	6
CC(=O)Oc1ccc2cc(-c3cccnc3)c(=O)oc2c1	-16	-23	-20	-8	-28	0	-13	-14	-8	3	-6
O=C(OCC(=O)c1ccc(Cl)cc1Cl)c1ccc2c(c1)C(=O)N(c1cccc3ncccc13)C2=O	2	8	-5	3	29	-11	6	2	2	-6	-8
CCCS(=O)(=O)N1CCC(C(=O)NC2CCCC(C)C2C)CC1 (stereo unspecified)	5	4	14	-6	-11	3	-31	-2	-6	-9	-11
CCNC(=O)C1CCCc2c1[nH]c1ccc(Cl)cc21 (stereo unspecified)	4	3	20	-7	-22	-5	0	6	1	nt	2
COc1ccc(OC)c(NS(=O)(=O)c2cc3c4c(c2)CCN4C(=O)CC3)c1	-8	8	-10	17	14	9	-18	6	-1	-5	-16
N#Cc1ccc(OCC(=O)N(C2CCCCC2)C2CCS(=O)(=O)C2)cc1 (stereo unspecified)	11	1	18	-3	-7	1	-3	16	-10	-26	-2
Cc1nc2ccccc2nc1OCc1ccccc1	0	10	-11	9	-24	-1	-1	-15	12	2	-23
CC(C)CSC1=NSC2=NC(=O)/C(=C\c3ccccc3)C(=N)N12	34	-65	-71	4	-11	-17	-66	2	11	-22	-72
Oc1cc(OCc2ccccc2)ccc1-c1[nH]ncc1-c1ccccc1	-22	12	6	4	-24	-8	-31	-5	-8	4	35
O=S(=O)(c1ccc(Br)cc1)c1nc(-c2ccco2)oc1NCCCn1ccnc1	-9	9	-8	-11	12	1	-12	7	-6	-5	-7
Cc1cc(NC(=O)CCC(=O)N(CC(=O)NCC2CCCO2)c2ccc(C(C)C)cc2)no1 (stereo unspecified)	7	-9	-1	3	-13	0	-8	6	-15	-2	-17
COc1ccc(NC(=O)C2CCCN(S(=O)(=O)c3ccc4c(c3)CCCN4C(C)=O)C2)cc1 (stereo unspecified)	3	7	0	5	12	9	18	-11	-9	8	11
C=CCNC(=S)NS(=O)(=O)c1cccs1	7	12	-4	8	-1	3	0	15	4	-19	-17
Cc1c(O)ccc2c(O)c(NC(=O)c3ccc4c(c3)CCC(C)(C)O4)c(=O)oc12	12	16	6	1	-7	-5	9	-3	4	-14	-9
CC(NC(=O)Cn1nc(C(=O)O)c2ccccc2c1=O)C12CC3CC(CC(C3)C1)C2 (stereo unspecified)	-7	-2	12	16	-9	-2	-6	-1	-2	16	-5
O=C(O)CCNC1CCCCC1	26	0	-1	-8	-3	-20	-8	-38	-9	10	-13
O=C(Nc1cccc(C(=O)N2CCOCC2)c1)c1ccccc1Br	2	-1	-18	8	-4	0	11	10	-11	21	-4
Cc1[nH][nH]c(=O)c1C(c1ccc(N(C)C)c(Br)c1)c1c(C)[nH][nH]c1=O	13	3	13	-5	4	5	10	-6	-7	7	-6
Cc1cc(C)nc(N(C#N)Cc2ccccc2)n1	13	-19	9	1	-26	4	-6	-6	1	-2	4
Cc1ccccc1Nc1nnc(SCC(=O)c2c(N)n(C)c(=O)n(C)c2=O)s1	-2	8	5	-2	4	1	-22	6	-4	-21	-4
CCc1ccc(OCC(=O)N(CC)CC)cc1	-8	0	-18	18	-27	-1	-21	-32	-4	-5	-15
COCCn1c(Cc2ccccc2)nnc1SC(C)C(=O)NC1CC1 (stereo unspecified)	1	20	-3	11	11	0	-3	-24	0	16	-3
COc1cc2nc(SCc3ccc(C(F)(F)F)cc3)n(Cc3cccs3)c(=N)c2cc1OC	17	9	2	1	-1	0	-16	0	-5	-2	6
COc1cc(C2=NOC(C(=O)Nc3c(C)n(C)n(-c4ccccc4)c3=O)C2)cc(OC)c1OC (stereo unspecified)	7	18	8	-6	7	-18	-9	10	-39	-8	-3
Cc1c(Cl)c([N+](=O)[O-])nn1CC(=O)NCC1CCCO1 (stereo unspecified)	13	11	-2	10	-3	-1	-9	-3	-8	-4	11
CC(=O)c1sc(NC(=O)C(C)C)nc1C	2	1	7	5	0	4	5	-1	-8	-2	6
COc1ccc(OC)c2[nH]c(=O)c(CCNC(=O)Cc3cccs3)cc12	-8	7	0	2	-10	-8	3	20	-8	8	-9
COc1ccccc1NS(=O)(=O)c1ccc(C)c(NC(=O)NC2CCCCC2)c1	9	-2	-17	-12	-4	-3	-51	-20	8	-1	11
CCOc1cc(N2CCOCC2)c(OCC)cc1NC(=O)COC(=O)c1ccccc1OC(F)F	-11	3	6	-14	-3	12	-2	18	3	12	-50
NC(=O)c1ccsc1NC(=O)Cc1ccc([N+](=O)[O-])cc1	-17	-6	-13	-18	-26	-11	-15	6	5	0	4
NC(=O)c1ccc(-n2nc(C(F)(F)F)c3c2CCCC3)cc1	-2	-15	-18	4	-22	0	-4	15	12	-24	5
Cc1ccc(Oc2ccc(N)cc2)cc1	3	-44	-4	-8	-45	-16	-23	2	18	11	-11
CCOc1ccc(N(CC)C(=O)CCNC(=O)Cn2ccc3ccccc3c2=O)cc1	12	13	8	5	3	2	6	-5	-22	-4	10
CN(C)S(=O)(=O)c1ccc(N2CCCC2)c(C(=O)Nc2nc3ccccc3s2)c1	1	-26	-5	-18	8	-27	-35	6	18	11	1
Cc1cc2cc(CN(Cc3cccs3)C(=S)NCc3ccco3)c(=O)[nH]c2cc1C	28	21	-9	-5	10	-11	-10	-2	14	16	15
CCc1nc(N(CC)CC)c2oc3ccccc3c2n1	3	-1	-13	4	nt	2	14	18	14	-4	-6
Cn1nc(C(C)(C)C)c([N+](=O)[O-])c1C(N)=O	-15	3	-6	-16	4	2	-4	-8	0	-5	nt
CCOC(=O)c1c(NC(=O)C2CC2)sc(C)c1CC	-9	9	8	-3	-2	3	12	-7	7	16	2
C/C(=N\N=C(N)N)c1ccc(C)c(C)c1	-3	6	-7	8	12	0	0	-7	-25	-19	11
Clc1ccc(Oc2cnc3ccccc3n2)cc1	16	-1	19	-8	-9	2	21	45	-14	-7	-31
Cc1ccc(NC(=O)CS(=O)CC(=O)N(CC(=O)NC2CCCC2)c2ccc3c(c2)OCCO3)cc1 (stereo unspecified)	-1	-13	-9	12	-8	-3	-12	4	3	15	1
CN(Cc1ccc(Br)s1)C(=O)CNC(=O)c1ccc2c(c1)OCO2	-20	0	4	-4	-11	0	-6	2	-1	11	10
CCc1nnc2c(NCCc3ccccc3)nc3ccccc3n12	2	1	-5	1	11	0	7	-2	-19	10	7
COc1ccccc1NC(=O)/C(=C/c1cccc([N+](=O)[O-])c1)c1ccccc1	-10	-5	3	16	3	10	10	-20	2	18	13
CCOc1ccc(-c2c(C(=O)N/N=C/c3ccc(OC(C)C)cc3)nnn2-c2nonc2N)cc1	-41	10	1	17	5	-8	14	-18	-14	-4	14
CN(Cc1ccccc1)S(=O)(=O)c1ccc(NC(=S)NC(=O)C2CCCC2)cc1	49	10	31	-16	27	13	-2	29	12	18	17
CCC(C(=O)O)n1nnc(-c2ccc(-c3ccc(OC)cc3)cc2)n1 (stereo unspecified)	-7	-3	-9	13	-55	-11	-16	-9	12	-9	8
O=c1[nH]c(CSc2ncnc3sc(-c4ccccc4)cc23)nc2ccccc12	-7	1	-3	-7	-5	-2	-20	22	7	1	-13
Cc1ccc(COc2ccc(CNCCCN3CCCCCC3=O)cc2)cc1	9	-15	1	-6	-21	8	1	-2	7	-16	-7
O=C(NCCCn1ccnc1)C(=O)NCC(c1cccnc1)N1CCN(c2ccccc2)CC1 (stereo unspecified)	-3	-13	14	3	5	3	-29	12	-4	2	11
Nc1nnc(C(c2ccccc2)c2ccccc2)s1	1	2	-7	4	-3	0	-8	-13	-8	-13	-2
Cc1cc(C)cc(Nc2ccc(C(=O)O)cc2N)c1	6	-15	-2	-2	17	-7	-45	4	-8	-13	2
COc1ccc(CCN2Cc3c(N)cccc3C2=O)cc1OC	-5	-2	5	2	23	3	9	10	7	12	-6
CCOc1cc(C)ccc1OCc1nnc(SCC(=O)c2cccc([N+](=O)[O-])c2)n1C	-23	-7	-13	13	2	5	-12	2	8	1	36
CC(NCC(O)COc1ccccc1)C1COc2ccccc2O1 (stereo unspecified)	-31	0	-10	-6	2	5	-15	-5	-6	-26	16
COc1ccc(/C=C/C(=O)c2ccoc2)cc1	35	0	-5	-3	-3	-6	-28	18	-1	-19	-63
COc1cccc(N(CC(=O)NCCSc2ccccn2)S(C)(=O)=O)c1	10	10	-6	-2	5	-5	2	-21	-3	-6	-5

(continued)
SMILES	TWEAK Fn14 block	NCOA3 inh	NR5A2 inv ag	KKLEB cytotox	TROY NFkB inh	EBV LMP1 NFkB	SRC1 inh	CF NFkB block	TRAIL sens C8	NR2F2 inh	Shn3 3UTR inh
C=CCN1C(=O)C(Cc2ccccc2)S/C1=N/N=C/c1cccs1 (stereo unspecified)	2	8	7	-19	13	-6	-12	12	2	12	13
c1ccc(-c2nnsc2Sc2ccccn2)cc1	-40	-23	-8	-7	-93	-12	-34	-6	8	-16	-38
O=C(NC1CCCCC1)C(c1ccc(F)cc1)N(Cc1cccs1)C(=O)CN1C(=O)c2ccccc2S1(=O)=O (stereo unspecified)	-2	6	-8	-75*	7	-21	-12	59*	29	9	4
N#Cc1c(N)n(-c2ccccc2N)c2nc3ccccc3nc12	1	-2	18	0	15	2	11	0	8	3	12
CCOC(=O)c1ccc(N2C(=O)CC(Sc3nc(O)c(CC)c(=O)[nH]3)C2=O)cc1 (stereo unspecified)	-8	-3	7	3	8	-4	-9	-5	22	20	17
CCOc1ccc(CCN2C(=S)N([C@@H](Cc3ccccc3)CN3CCCC3CN3C(=S)NC[C@@H]3Cc3ccccc3)C[C@@H]2Cc2ccc(O)cc2)cc1 (stereo partly specified)	12	nt	8	nt	-10	nt	nt	nt	-4	3	nt
Cc1ccc(NC(=O)c2ncn(CCCN3CCN(c4ncccn4)CC3)n2)cc1C	3	-21	6	-7	10	-5	-1	2	2	-9	2
O=C(Nc1ccc(Cl)cc1)N1CCCC1	-5	-17	-8	-14	-36	-3	-16	10	-11	nt	-14
OCCCc1nc2ccccc2n1Cc1ccccc1	2	-11	8	-5	2	-14	9	-9	-10	-11	-6

Arranged by the number under NR2F2 inh (lowest first): some entries from above.
canonical_smiles,TWEAK Fn14 block,NCOA3 inh,NR5A2 inv ag,EBV LMP1 NFkB,SRC1 inh,CF NFkB block,NR2F2 inh,Shn3 3UTR inh
c1ccc(-c2nnsc2Sc2ccccn2)cc1,-40,-23,-8,-12,-34,-6,-16,-38
OCCCc1nc2ccccc2n1Cc1ccccc1,2,-11,8,-14,9,-9,-11,-6
Cc1ccc(NC(=O)c2ncn(CCCN3CCN(c4ncccn4)CC3)n2)cc1C,3,-21,6,-5,-1,2,-9,2
